# Assay outcomes: PubChem, several laboratories
# PMI activator = phosphomannose isomerase (human) activation | P34949 | purified human PMI, coupled resazurin fluorescence, 20 min; active compounds read high; 1 = vehicle control, 0 substrate-free wells | activation factor at 20 µM | 190,000 compounds, 0.005% hits | AID 1214;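 active = activation factor of 2 or more at 20 µM, relative to plate controls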
# PPARg SRC-1 ag = agonists of human PPARgamma SRC-1 coactivator recruitment; P37231; PPARgamma-SRC-1 coactivator recruitment biochemical assay; activation, % at 8 µM; 200,000 compounds, 0.41% hits; in the data active = activation above about 19%;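 also: 0% = DMSO and 100% = reference agonist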
# Target sequence (P37231 whole entry, looked up): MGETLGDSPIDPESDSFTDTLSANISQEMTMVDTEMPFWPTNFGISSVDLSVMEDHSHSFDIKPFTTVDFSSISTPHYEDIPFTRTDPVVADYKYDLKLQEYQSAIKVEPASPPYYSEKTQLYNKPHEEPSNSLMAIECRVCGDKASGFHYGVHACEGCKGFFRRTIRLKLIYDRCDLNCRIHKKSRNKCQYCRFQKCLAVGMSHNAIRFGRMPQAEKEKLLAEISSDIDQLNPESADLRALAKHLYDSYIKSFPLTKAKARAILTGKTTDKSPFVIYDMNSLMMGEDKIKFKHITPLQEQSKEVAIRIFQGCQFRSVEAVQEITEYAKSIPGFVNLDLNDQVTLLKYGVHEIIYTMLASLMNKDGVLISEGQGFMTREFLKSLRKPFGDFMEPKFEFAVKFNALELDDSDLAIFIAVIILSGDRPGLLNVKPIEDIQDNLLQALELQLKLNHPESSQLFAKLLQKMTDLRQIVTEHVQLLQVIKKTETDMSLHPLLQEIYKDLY
# PMI act satM6P = increases human PMI activity with near-saturating mannose 6-phosphate. P34949. coupled PMI enzyme assay, resazurin fluorescence, 20 min; active compounds read high; 1 = untreated enzyme, 0 = substrate-free blank. activation factor at 20 µM. 190,000 compounds, 0.34% hits;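 active = activation factor of 2 or more at 20 µM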
#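 assay system = human phosphomannose isomerase with PGI, G6PDH, diaphorase coupling enzymes | quantity = 15 ng/mL PMI | incubation = enzyme reaction with compound 20 min at room temperature | medium = HEPES pH 7.4 buffer with MgCl2 and Tween-20 | compound dosing = one concentration, 20 µM, in 1% DMSO | measured by = Diaphorase-driven resazurin-to-resorufin fluorescence, excitation 544, emission 590 nm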
# TR-FRET SRC-2 ct = TR-FRET artefact, counter-screen to PPARgamma/SRC-2 agonist assay; active compounds read high; 200,000 compounds, 0.4% hits; TR-FRET ratio at 8 µM; AID 1049; in the data active = TR-FRET ratio above about 2000; also: inactives centre near 1500
# PPARg SRC3 recr = promotes SRC-3 coactivator recruitment by human PPARgamma | biochemical PPARgamma/SRC-3 coactivator recruitment assay | P37231 | activation, % at 8 µM | 200,000 compounds, 0.26% hits | AID 731; in the data active = activation above about 23%;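 also: 0% = DMSO and 100% = reference agonist; some compounds past the cut are filed as inactive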
# S1P3 antag = antagonists of human S1P3 receptor; Q99500; CHO S1P3 NFAT-BLA reporter, FRET fluorescence, antagonist mode; inhibition, % at 4.98 µM; 170,000 compounds, 0.27% hits;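 active = inhibition above the plate cutoff, the mean inhibition of test wells on that plate plus 3 SD, cut at about 28% in these data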;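 also: cells challenged with S1P at its EC80 of 0.8 µM; blue over green emission ratio from cleaved BLA substrate after 4 h stimulation; 0% = S1P-stimulated wells and 100% = unstimulated DMSO-only wells; some compounds past the cut are filed as inactive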
# Diaph inh CS = counter-screen for diaphorase-based assays: diaphorase inhibitors and chemical oxidizers; diaphorase resazurin-to-resorufin fluorescence, NADH, 16 min; bacterial (C. kluyveri) enzyme, not human; inhibition, % at 20 µM; 190,000 compounds, 0.69% hits;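 active = primary screen inhibition at 20 µM above a set limit, cut at about 50% in these data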;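 also: plate controls were DMSO with full reaction for no effect and wells lacking NADH for full effect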
#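 controls = No-NADH positive control and DMSO neutral control | system = Clostridium kluyveri diaphorase enzyme | timing = reaction incubation of 16 min at room temperature | signal = resorufin fluorescence 544/590 nm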
# ROMK mod = modulators of human ROMK potassium channel; P48048; Tet-inducible ROMK, thallium flux fluorescence; actives lie on both sides; B-score at 10 µM; 130,000 compounds, 2% hits; AID 1918;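 active = signal ratio slope over the read window, or its plate-corrected B-score, at least 3 SD from the plate mean, either direction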;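 also: B-score of the F/F0 ratio slope over 7 to 12 s after thallium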
# Target sequence (P48048 whole entry, looked up): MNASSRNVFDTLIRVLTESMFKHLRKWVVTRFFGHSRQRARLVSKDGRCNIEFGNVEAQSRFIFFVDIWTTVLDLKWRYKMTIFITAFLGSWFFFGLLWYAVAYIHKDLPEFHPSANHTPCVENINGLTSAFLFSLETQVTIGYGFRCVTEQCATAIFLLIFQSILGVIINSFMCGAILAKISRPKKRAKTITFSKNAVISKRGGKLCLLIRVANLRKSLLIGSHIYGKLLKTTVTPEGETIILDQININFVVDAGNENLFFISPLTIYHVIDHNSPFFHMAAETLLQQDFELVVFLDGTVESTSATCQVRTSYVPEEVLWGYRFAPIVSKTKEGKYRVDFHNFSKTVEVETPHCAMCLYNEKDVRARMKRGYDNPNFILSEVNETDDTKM
# Diaphorase act = diaphorase activation or chemical reduction counter-screen; Diaphorase/resazurin coupled assay, resorufin fluorescence, 16 min; active compounds read high; 1 = vehicle wells, 0 = NADH-free wells; activation factor at 20 µM; 190,000 compounds, 0.005% hits;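 active = diaphorase activity raised at least twofold by the compound at 20 µM; inactive = activation factor below 2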
#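 System – purified diaphorase enzyme from Clostridium kluyveri · Input – enzyme 0.07 U/mL final · Also added – final NADH 0.114 mM, resazurin 0.1 mM · Measured by – fluorescence of resorufin, 544 nm excitation, 590 nm emission · Timing – 16 min enzyme reaction, ambient temperature · Measure – resorufin increase flagging diaphorase activators or reducers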
# G6PDH CS = inhibits Leuconostoc G6PDH, flagging false hits in G6PDH-based assays; Purified L. mesenteroides G6PDH, diaphorase/resazurin coupled fluorescence, 45 min; inhibition, % at 5 µM; 200,000 compounds, 0.12% hits; in the data active = inhibition above about 50%
# PPARg SRC-2 ag = agonists of SRC-2 recruitment by human PPARgamma | 200,000 compounds, 0.34% hits | PPARgamma LBD-SRC-2 recruitment, biochemical | P37231 | AID 1032 | activation, % at 8 µM; in the data active = activation above about 22%;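 also: 0% = vehicle and 100% = reference agonist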
# Starred values were filed as active, the others as inactive; . = no result given.
SMILES,PMI activator,PPARg SRC-1 ag,PMI act satM6P,TR-FRET SRC-2 ct,PPARg SRC3 recr,S1P3 antag,Diaph inh CS,ROMK mod,Diaphorase act,G6PDH CS,PPARg SRC-2 ag
COc1ccc(/C=C(/NC(C)=O)C(=O)O)cc1,0.9,0,0.9,1469,7,.,9,1.1,0.9,1,5
COc1cccc(CN2CCN(C(=O)c3ccc(-c4ccccc4)cc3)CC2)c1OC,0.9,-2,0.9,1691,0,20,22,0.28,0.8,11,7
CCn1c(SCC(=O)Nc2ccc(NC(=O)c3ccco3)cc2)nnc1-c1cccs1,.,-1,.,1773,5,.,.,0.34,.,.,9
O=C(NC(=S)Nc1nc2ccccc2s1)c1cccs1,0.8,0,0.9,1536,2,14,46,0.54,0.5,6,-5
COc1ccc(-n2c(Cc3cccn3C)nnc2SCC(=O)NC2CCCC2)cc1,0.9,-2,0.9,1389,3,-9,21,.,0.8,-12,-8
O=C(c1ccc(NS(=O)(=O)c2cccc3cccnc23)cc1)N1CCOCC1,.,-1,.,1416,-1,3,.,-0.41,.,.,2
O=C(NCc1ccco1)C1CCN(c2nc3ccccc3n2Cc2ccccc2F)CC1,0.9,7,0.7,1581,0,.,17,.,0.8,6,-3
CCOC(=O)c1ccc(NC(=O)C(CC)CC)cc1,0.9,1,0.9,1515,9,13,20,-2.9,0.8,3,-4
COC(=O)CN1C(=O)COc2ccc(Cl)cc21,0.9,2,0.9,1665,0,4,14,0.6,0.9,15,4
OC(CN1CCN(Cc2ccccc2)CC1)c1ccc(F)cc1 (stereo not given),1.2,-6,1.2,1542,-1,-6,-4,0.45,1,4,6
O=C(Nc1c(C(=O)NCc2ccco2)cnn1-c1ccccc1)c1cccc(F)c1,1,3,1,1369,-5,12,14,-1.8,0.9,20,0
Cc1ccc(-c2nn(C(C)(C)C)c3ncnc(N)c23)cc1,1.1,-2,1,1592,11,.,4,.,1,7,8
CC(C)N(CCO)C(=O)C(c1ccccc1)c1ccccc1,1.1,-5,1.1,1547,-2,-24,-6,-0.21,1.1,4,1
CNc1nc2ccccc2n(C)c1=O,1,6,1,1477,2,-21,7,0.15,0.9,4,0
FC(F)(F)c1ccc(Nc2nnnc3ccccc23)cc1,1.1,2,1.1,1548,3,-3,14,0.38,0.9,5,-11
COC(=O)Cc1cc(=O)oc2cc(O)ccc12,1,0,1,1558,3,-7,11,0.9,0.9,1,-2
C/C(=N\NC(=O)c1cccc([N+](=O)[O-])c1)c1cccc(NC(=O)C2CC2)c1,1,-3,1,1465,2,-12,10,.,0.9,15,0
Cc1nn(C)c(C)c1NC(=O)Nc1cccc(C(F)(F)F)c1,1,4,1,1509,-1,.,8,.,0.9,-4,5
COc1cccc(C(c2c(O)nc(SC)n(C)c2=O)c2c(O)nc(SC)n(C)c2=O)c1,0.9,2,1,1564,0,.,14,1.4,0.9,-3,8
CCC(C)NC(=O)CSc1nnc(-c2ccoc2C)n1CC1CCCO1 (stereo not given),0.9,-2,1,1328,-2,.,17,.,0.8,4,-2
COc1ccc(OC)c(-c2cc(C(=O)Nc3cc(C)n(Cc4ccc(Cl)cc4)n3)no2)c1,1,-4,1,1357,-7,-20,3,1.3,1,1,3
CCCS(=O)(=O)c1nc(C)cc(C)c1S(C)(=O)=O,1,5,1,1654,8,-2,11,1.1,0.9,-9,6
Cc1ccc2c(c1)NC(=O)C(CC(=O)NCc1cccnc1)O2 (stereo not given),1.2,4,1,1594,1,-14,8,.,0.9,5,0
O=[N+]([O-])c1cc(C(F)(F)F)ccc1Sc1ccc2ccccc2n1,1,-4,1.7,1330,1,.,20,.,0.8,3,-1
Cc1ccc([N+](=O)[O-])c(OCCN2CCNCC2)c1,1,3,1,1484,4,-10,12,0,0.9,-7,1
# (more compounds)
SMILES,PMI activator,PPARg SRC-1 ag,PMI act satM6P,TR-FRET SRC-2 ct,PPARg SRC3 recr,S1P3 antag,Diaph inh CS,ROMK mod,Diaphorase act,G6PDH CS,PPARg SRC-2 ag
Cc1cc(C)c2nc(NC(=O)C3CCCO3)sc2c1 (stereo not given),1,3,1,1519,5,.,13,-0.78,0.9,-1,1
COc1c2ccoc2nc2c(OC)cccc12,0.9,4,0.9,1592,1,.,16,-0.027,0.8,0,-5
CCn1c2ccc(C)cc2c2nc3cc(C(=O)O)ccc3nc21,0.9,5,0.9,1693,1,22,22,.,0.8,-2,3
Cc1ccccc1Nc1nc(-c2ccccc2)c(C(=O)Nc2cccnc2)s1,0.9,24*,0.9,1978*,18,11,9,.,0.9,-33,26*
Cn1c(SCc2nc(-c3ccccc3)no2)nnc1-c1ccco1,0.9,4,0.9,1369,-3,.,8,.,0.9,3,-9
Cc1nn(C)cc1C(=O)NNC(=S)Nc1ccc(Cl)cc1,1.4,7,1.9,1491,2,.,10,.,0.9,0,-2
CCCCc1c(C)nc(Nc2ccc(OC)cc2)[nH]c1=O,0.9,1,0.8,1432,-2,-12,13,-0.53,0.9,1,-9
COCCNC(=O)C(C)Oc1ccccc1 (stereo not given),1,2,1,1522,-2,11,-5,0.21,1,10,-7
COc1ccc(-c2nc(N3CCC(C)CC3)[nH]c(=O)c2C#N)cc1,1,10,1,1549,13,.,7,1.3,0.9,7,16
Cc1c(Br)c(=O)oc2c(Br)c(O)c(O)cc12,0.9,-9,1.3,1426,-1,-1,75*,-1.4,0.2,26,-4
N#Cc1ccccc1NCc1ccccc1,0.9,-7,0.9,1598,-12,-32,22,.,0.8,7,11
CSc1ncc(Cl)c(C(=O)Nc2sc3c(c2C(=O)NCc2ccco2)CCCC3)n1,1,2,1,1413,-4,.,3,-1.4,1,-4,2
O=C(NCCO)C1COc2ccccc2O1 (stereo not given),1,1,0.9,1403,3,4,10,.,0.9,6,-1
Cc1ccc2nc(C)c(C(=O)NN=C3CCCCCC3)n2c1,1,-2,1,1409,4,-4,8,0.63,0.9,7,-6
Cc1cc(C(F)(F)F)n2ncc(-c3cccc(Br)c3)c2n1,1,10,1,1698,-1,-8,0,-0.55,1,1,2
COc1ccc(CN=C2NC(=O)CC(C(=O)Nc3ccc(F)cc3)S2)cc1 (stereo not given),0.8,7,0.9,1559,10,-11,20,.,0.8,-8,7
COc1cc(/C=N\NC(=O)c2ccc(=O)[nH]n2)cc(OC)c1OC,1,-8,1,1498,-2,.,-5,.,1.1,7,-4
O=C(Cn1c(=O)[nH]c2ccsc2c1=O)NC1CCCCC1,1.1,9,1.1,1590,-15,.,3,0.1,1,3,-2
Cc1c(C(=O)NCc2ccccc2)c(-c2ccccc2)nn1-c1ccccc1,1,4,1,1434,1,.,6,.,0.9,-1,4
Cc1ccc(NC(=O)Cn2c(=O)n(CCCCC(=O)NCc3ccco3)c(=O)c3ccccc32)cc1,1,0,1,1531,-4,5,6,-0.0031,0.9,-2,-3
COc1ccc(OC)c(NC(=O)CN2CCC(C(=O)c3ccc(C)cc3)CC2)c1,1,1,1,1644,-1,-22,17,.,0.8,4,6
CCCN1CCN(C(=O)c2cccc3c2C(=O)N(CCOC)C3)CC1,1,2,1,1833,10,-10,8,.,0.9,-1,2
CN1C(=O)CC(N2CCN(c3ccc(Cl)cc3)CC2)C1=O (stereo not given),1,4,1,1582,1,-7,4,-0.64,1,10,1
O=C(N/N=C/c1ccc2c(c1)OCO2)c1sc2cc(Cl)ccc2c1Cl,1,0,1.1,1543,0,2,-12,.,1.1,4,-2
COc1cc(CCCN2C(=S)NC[C@H]2Cc2ccc(O)cc2)cc(OC)c1OC,0.9,5,1,1517,0,-11,20,.,0.8,4,4

# Of the compounds above, four contain a CF3 group.
SMILES,PMI activator,PPARg SRC-1 ag,PMI act satM6P,TR-FRET SRC-2 ct,PPARg SRC3 recr,S1P3 antag,Diaph inh CS,ROMK mod,Diaphorase act,G6PDH CS,PPARg SRC-2 ag
FC(F)(F)c1ccc(Nc2nnnc3ccccc23)cc1,1.1,2,1.1,1548,3,-3,14,0.38,0.9,5,-11
Cc1nn(C)c(C)c1NC(=O)Nc1cccc(C(F)(F)F)c1,1,4,1,1509,-1,.,8,.,0.9,-4,5
O=[N+]([O-])c1cc(C(F)(F)F)ccc1Sc1ccc2ccccc2n1,1,-4,1.7,1330,1,.,20,.,0.8,3,-1
Cc1cc(C(F)(F)F)n2ncc(-c3cccc(Br)c3)c2n1,1,10,1,1698,-1,-8,0,-0.55,1,1,2

# (next part)
SMILES,PMI activator,PPARg SRC-1 ag,PMI act satM6P,TR-FRET SRC-2 ct,PPARg SRC3 recr,S1P3 antag,Diaph inh CS,ROMK mod,Diaphorase act,G6PDH CS,PPARg SRC-2 ag
CCN(C(=O)COC(=O)c1c(C)noc1C)C1CCS(=O)(=O)C1 (stereo not given),1,-2,1,1570,0,-6,9,0.25,0.9,3,4
O=C1O/C(=C\C(=O)N2CCOCC2)c2ccccc21,1,-2,0.9,1386,-2,-12,8,.,0.9,4,-2
O=C(Nc1cccnc1)c1ccc(C(=O)Nc2cccnc2)cc1,1,4,0.9,1556,3,-14,12,.,0.9,0,-3
CCCCC1(Cc2ccc([N+](=O)[O-])cc2)C(=O)N(c2ccccc2)N(c2ccccc2)C1=O,0.9,0,1,1441,-2,.,17,.,0.8,7,-5
CC(C)=CCCC(C)CN1CCC(N2CCC(C(=O)N3CCOCC3)CC2)CC1 (stereo not given),0.9,1,1,1446,0,-18,14,.,0.9,4,1
C=CCNC(=O)COC(=O)c1ccc(Sc2nncn2C)c([N+](=O)[O-])c1,1,-1,0.9,1399,1,-5,7,-0.15,0.9,1,-2

# Another view of part of the listing above.
# Below each SMILES: PMI activator, PPARg SRC-1 ag, PMI act satM6P, TR-FRET SRC-2 ct, PPARg SRC3 recr, S1P3 antag, Diaph inh CS, ROMK mod, Diaphorase act, G6PDH CS, PPARg SRC-2 ag
- O=C(NCc1ccco1)C1CCN(c2nc3ccccc3n2Cc2ccccc2F)CC1
  0.9, 7, 0.7, 1581, 0, ., 17, ., 0.8, 6, -3
- CCOC(=O)c1ccc(NC(=O)C(CC)CC)cc1
  0.9, 1, 0.9, 1515, 9, 13, 20, -2.9, 0.8, 3, -4
- COC(=O)CN1C(=O)COc2ccc(Cl)cc21
  0.9, 2, 0.9, 1665, 0, 4, 14, 0.6, 0.9, 15, 4
